Growth percent in the NCI-60 one-dose screen (48 h, 10 µM unless noted): 100 = growth as untreated, 0 = no growth, -100 = all killed.
NCI-H322M: NCI-H322M lung cancer | 80,000 tested, 2.7% active
UO-31: UO-31 renal cancer; AID 1794768; 81,000 tested, 5.2% active
ACHN: ACHN renal cancer; 81,000 tested, 4.9% active; AID 1794771
786-0: 786-0 renal cancer cells; 81,000 tested, 5.1% active; AID 1794775
NCI-H460: NCI-H460 lung cancer | 82,000 tested, 6.8% active
NCI-H522: NCI-H522 lung cancer; 78,000 tested, 8% active
RXF 393: RXF 393 renal cancer cells | 77,000 tested, 6.9% active
TK-10: TK-10 renal cancer cells | 81,000 tested, 3.9% active | AID 1794769
CAKI-1: CAKI-1 renal cancer; 75,000 tested, 4.7% active; AID 1794772
* hit, by the source's call; x = not tested or not shown; & = joins results of further samples. The calls were made as follows: active = growth percent below 10; inactive = the rest.

SMILES | NCI-H322M | UO-31 | ACHN | 786-0 | NCI-H460 | NCI-H522 | RXF 393 | TK-10 | CAKI-1
N#CC1=C(N)O[C@]23c4ccccc4C(=O)[C@]12N(NC(=O)c1cc2ccc1CCc1ccc(cc1)CC2)C(=S)N3c1cccnc1 | 97 | 79 | 98 | 85 | 102 | 101 | 90 | 108 | 91
CCCOc1cc2c(cc1CCC)OCO2 | 113 | 97 | 95 | 97 | 100 | 104 | x | 100 | 99
O=c1nc2[nH]c3ccc(F)cc3c2n[nH]1 | 106 | 76 | 99 | 108 | 104 | x | x | x | 85
CCOC(=O)C(CCc1ccccc1[N+](=O)[O-])C(C)=O (stereo not drawn) | 131 | 95 | 93 | 110 | 108 | 105 | 117 | 104 | 93
CCCCc1cn(CC(=O)N2c3ccccc3Sc3ccc(C(F)(F)F)cc32)nn1 | 116 | 77 | 113 | 98 | 101 | 90 | 83 | 111 | 92
CC(=O)Nc1c(I)cc(I)c(C(=O)O)c1I | 89 | 80 | 94 | 96 | 109 | 94 | 110 | 111 | 94
CCCCCCCCCCCCCCCC[N+](C)(C)CCCNS(=O)(=O)c1cccc(C(F)(F)F)c1 | 103 | 89 | 101 | 100 | 111 | 96 | x | 101 | 97
CC[C@]12C=CCN3CC[C@@]4(c5ccc(OC)cc5N(C)[C@H]4[C@@](O)(C(=O)OC)[C@@H]1OCc1cn(Cc4ccc(F)cc4)nn1)[C@@H]32 | 99 | 70 | 95 | 98 | 92 | 84 | 89 | 99 | 80
COc1cc(/C=C/C(=O)c2ccc(Cl)cc2)ccc1Oc1nc(NCCO)nc(N2CCOCC2)n1 | 96 | 77 | 99 | 101 | 106 | 97 | 98 | 110 | 94
O=S(=O)(O)c1ccc2cc(O)ccc2c1 | 99 | 95 | 106 | 104 | 102 | 90 | 109 | 100 | 99
CCOC(=O)C1NNc2c3ncnc-3ncn2C1=O (stereo not drawn) | 105 | 95 | 103 | 110 | 107 | 74 | x | 108 | 105
O=C(CNc1nnc(-c2cccnc2SCc2ccccc2)s1)Nc1nc(Cl)cc(Cl)n1 | x | 77 | 119 | x | 123 | 102 | 124 | 125 | 102

Profiles as entered above:
CCOC(=O)C(CCc1ccccc1[N+](=O)[O-])C(C)=O (stereo not drawn) as listed: NCI-H322M: 131; UO-31: 95; ACHN: 93; 786-0: 110; NCI-H460: 108; NCI-H522: 105; RXF 393: 117; TK-10: 104; CAKI-1: 93
N#CC1=C(N)O[C@]23c4ccccc4C(=O)[C@]12N(NC(=O)c1cc2ccc1CCc1ccc(cc1)CC2)C(=S)N3c1cccnc1 as listed: NCI-H322M: 97; UO-31: 79; ACHN: 98; 786-0: 85; NCI-H460: 102; NCI-H522: 101; RXF 393: 90; TK-10: 108; CAKI-1: 91
CCCCCCCCCCCCCCCC[N+](C)(C)CCCNS(=O)(=O)c1cccc(C(F)(F)F)c1 as listed: NCI-H322M: 103; UO-31: 89; ACHN: 101; 786-0: 100; NCI-H460: 111; NCI-H522: 96; RXF 393: x; TK-10: 101; CAKI-1: 97

Further compounds
SMILES | NCI-H322M | UO-31 | ACHN | 786-0 | NCI-H460 | NCI-H522 | RXF 393 | TK-10 | CAKI-1
N#Cc1c(Cl)nc(NS(=O)(=O)c2ccccc2)nc1-c1ccc(Cl)cc1 | 109 | 95 | 109 | 109 | 115 | 102 | 136 | 102 | 100
Oc1ccc2ccccc2c1C1NNC(=S)N1 (stereo not drawn) | 79 | 59 | 56 | 98 | 37 | 67 | 100 | 97 | 66
CS(=O)(=O)c1ccc(C(=O)N/N=C/c2ccccc2O)cc1 | 38 | 18 | 28 | 33 | 14 | 15 | 53 | 46 | 35
C=CCCCCCCCCC(C)=O | 99 | 91 | 102 | 94 | 115 | x | 98 | 101 | 101
CCC(=O)Oc1ccc(/C(=C(\C)c2ccccc2)c2ccc(OCCN3CCCCC3)cc2)cc1 | 82 | 64 | 102 | 67 | 72 | 74 | 74 | 84 | 88
C(=C(c1ccccc1)c1ccccc1)=C(c1ccccc1)c1ccccc1 | 131 | 96 | 107 | 97 | 106 | x | 111 | 131 | 101
CCOC(=O)C(=CNc1cc(C(F)(F)F)ccc1N1CCOCC1)C(=O)OCC | 89 | 80 | 85 | 92 | 104 | 75 | 89 | 106 | 100
Cc1ccc(-c2csc(NC(=O)c3cc(-c4ccccc4)nc4ccccc34)n2)cc1 | 92 | 75 | 97 | 96 | x | 80 | 104 | 115 | x
CCOC(=O)c1c(Nc2ccccc2)nn2c(-c3ccc4ccccc4c3)ccnc12 | 98 | 83 | 93 | 97 | 101 | 94 | 18 | 116 | 78
Cn1ncc2c(=O)nc3c(-c4ccccc4)n[nH]n3c21 | 81 | 97 | 116 | 100 | 103 | 73 | 121 | 100 | 74
COc1ccc(-c2oc3c(OC)c4c(c(OC)c3c2-c2cc3c(OC)c5c(c(OC)c3oc2=O)OCO5)OCO4)cc1 | 101 | 83 | 94 | 98 | 100 | 98 | 93 | 102 | 81
COc1cccc(Cc2cc(-c3ccccc3)nn(CC(=O)c3ccccc3)c2=O)c1 | 94 | 65 | 52 | 56 | 38 | 72 | 60 | 72 | 60

The closing 2 entries of the part before come first, to join the parts:
SMILES | NCI-H322M | UO-31 | ACHN | 786-0 | NCI-H460 | NCI-H522 | RXF 393 | TK-10 | CAKI-1
COc1ccc(-c2oc3c(OC)c4c(c(OC)c3c2-c2cc3c(OC)c5c(c(OC)c3oc2=O)OCO5)OCO4)cc1 | 101 | 83 | 94 | 98 | 100 | 98 | 93 | 102 | 81
COc1cccc(Cc2cc(-c3ccccc3)nn(CC(=O)c3ccccc3)c2=O)c1 | 94 | 65 | 52 | 56 | 38 | 72 | 60 | 72 | 60
CCCCCCCCCOC(=O)c1ccc(OC)cc1 | 107 | 96 | 96 | 96 | 101 | 61 | 93 | 97 | 94
C#CCC1(c2cccc(C(F)(F)F)c2)NS(=O)(=O)c2ccccc21 (stereo not drawn) | 93 | 90 | 99 | 87 | 117 | 85 | 122 | 94 | 89
COc1cc(-c2nnc(-c3nc(-c4cc(OC)c(OC)c(OC)c4)n4ccccc34)o2)cc(OC)c1OC | 86 | 38 | 69 | 73 | 87 | 62 | 104 | 106 | 75
Nc1nnc(CSc2ccc(Cl)cc2)s1 | 94 | 69 | 101 | 101 | 107 | 88 | 133 | 98 | 80
N#Cc1c(N)nc(NCCO)nc1-c1ccc(F)cc1 | 102 | 93 | 100 | 97 | 103 | 87 | 94 | 106 | 96
Cc1cc(=O)oc2cc(O)c(N)cc12 | 106 | 94 | 107 | 98 | 112 | x | 110 | 126 | 85
CCCCOC(=O)CCN1CCN(c2ccccc2C)CC1 | 105 | 89 | 100 | 93 | 109 | 71 | 101 | 103 | 100
Cc1ccc(S(=O)(=O)Oc2ccc(-c3ccc4occc4c3)cc2)cc1 | x | 88 | 103 | 93 | 104 | 84 | 100 | 95 | 90
CCN(CC)CCNc1ncnc2c1cnn2-c1ccc(Cl)cc1 | 93 | x | 93 | 106 | 85 | x | x | 118 | 61
CSc1nc2c(c(=O)[nH]1)C(c1ccc(C)cc1)C=C(C(=O)O)N2 (stereo not drawn) | 101 | 88 | 106 | 104 | 106 | 108 | 112 | 118 | 89
CSc1nc(-c2cccs2)c2c(N)[nH]nc2n1 | 93 | 84 | 101 | 91 | 113 | 83 | 114 | 93 | x
Cc1ccc(-n2c3c(c(-c4ccccc4)c2-c2ccccc2)C2=NCCN2C=N3)cc1 | 97 | 69 | 96 | 95 | 91 | 80 | 101 | 144 | 73
Cc1ncc(C[n+]2csc(CCO)c2C)c(N)n1 | 122 | 97 | 104 | 104 | 109 | 98 | 122 | 114 | 96
O=[N+]([O-])c1ccc(Br)nc1 | 112 | 91 | 96 | 109 | 112 | 104 | 108 | 110 | x
COC1C(=O)CCC2(CO2)C1(O)C1(C)OC1CC=C(C)C (stereo not drawn) | 61 | 37 | 69 | 72 | 19 | 62 | 60 | 89 | 69
COc1cc(CNc2cccc3[nH]c(C(F)(F)F)nc23)cc(OC)c1 | 97 | 71 | 103 | 104 | 91 | 69 | 101 | 97 | 86
Cc1ccc(C(Cl)(c2ccc(C)cc2)c2ccc(C)cc2)cc1 | 115 | 86 | 105 | 111 | 107 | 89 | 105 | 95 | 90
Cc1ccc(Nc2nnc(-c3ccc(Cl)cc3)o2)c(C)c1 | 102 | 83 | 96 | 89 | 97 | 41 | 94 | 102 | 90
COC(=O)C1=Nc2ccc(F)cc2/C1=C\c1sc(=S)n(C(Cc2ccccc2)C(=O)O)c1O (stereo not drawn) | 94 | 54 | 85 | 98 | 101 | 92 | 94 | 124 | 74
N=C(N)SC1c2ccccc2-c2ccc([N+](=O)[O-])cc21 (stereo not drawn) | 95 | 74 | 97 | 91 | 101 | 90 | 99 | 98 | 89
COc1cc(-c2cc(-c3c(Cl)cccc3Cl)nc(N3CCOCC3)c2C#N)cc(OC)c1OC | 92 | 52 | 64 | 66 | 63 | 80 | 53 | 116 | 68
O=C(O)C[n+]1ccccc1 | 103 | 77 | 105 | 105 | 108 | 79 | x | 109 | 95
CCOC(=O)c1[nH]c(Cc2[nH]c(C)c(C(=O)OCC)c2C)c(C(=O)OCC)c1C | 102 | 74 | 98 | 91 | 89 | 60 | 88 | 90 | 95
COc1ccc2nc(-c3nonc3N)[nH]c2c1 | 109 | 89 | 108 | 96 | 104 | 97 | 98 | 98 | 106
O=C(/C=C/c1ccco1)c1ccccc1 | 100 | 95 | 106 | 100 | 112 | 103 | 119 | 102 | 92
C1=Cc2ccccc2N(c2nnc(-c3ccccc3)o2)c2ccccc21 | 92 | 84 | 95 | 100 | 50 | 93 | 91 | 114 | 83
CSc1nc(SCCO)c(C#N)c(-c2cccc([N+](=O)[O-])c2)n1 | 104 | 76 | 99 | 101 | 101 | 101 | 109 | 108 | 88
CSCCC(NC(=O)c1ccccc1)C(=O)N/N=C1\S/C(=C/c2ccccc2F)C(=O)N1C (stereo not drawn) | 95 | 107 | 100 | 75 | 95 | 96 | 64 | 83 | 99
O=S(=O)(Nc1ccsc1-c1nc(-c2ccccc2)no1)c1ccc(Cl)s1 | 92 | 87 | 94 | 98 | 96 | 88 | 96 | 104 | 87
CCCCCCCCCCCCCCCCN=Cc1ccc(Cl)cc1Cl | 112 | 81 | 100 | 97 | 98 | 87 | 92 | 89 | 84
CCCCCCCSc1ncnc2[nH]ncc12 | 94 | 61 | 89 | 76 | 103 | x | 61 | 81 | x
C[C@H](c1nc2ccc(N)cc2[nH]1)[C@H]1CC[C@H]2[C@@H]3CCC4=CC(=O)CC[C@]4(C)[C@H]3CC[C@]12C | 92 | 65 | 97 | 59 | 97 | 84 | 45 | 109 | 91
O=C1NC(CCCl)C(=O)NC1CCCl (stereo not drawn) | 104&124 | 86 | 99&98 | 96 | 115&108 | 106 | 108&127 | 109&104 | 98&116
Cc1cc(C)c2c(n1)sc1c(Nc3ccc(Cl)cc3Cl)ncnc12 | 44 | -8.6* | 12 | 11 | 9.4* | 31 | 29 | 57 | 13
O=NN(CCF)C(=O)NC1C(O)CCCC1O (stereo not drawn) | 100 | 93 | 99 | 103 | 101 | 97 | 109 | 98 | 98
COc1ccc(C2OC2c2nc(C#N)c(N(C)C)o2)cc1 (stereo not drawn) | 87 | 74 | 91 | 96 | 102 | 82 | 90 | 94 | 95
Cc1nn(-c2ccccc2)c2nc3c(cc12)C(=O)CCC3 | 99 | 80 | 94 | 97 | 109 | 82 | 109 | 120 | 91
COc1ccc2[nH]c(-c3ccccc3)c(C=C(C#N)C#N)c2c1 | 59 | 53 | 54 | 34 | 15 | -18* | 22 | 42 | x
Nc1cccc(OCc2cccc([N+](=O)[O-])c2)c1 | 98 | 69 | 97 | 100 | 109 | 77 | 86 | 106 | 99
COc1ccccc1CCC1CCNc2ccccc21 (stereo not drawn) | 87 | 75 | 101 | 85 | 90 | 62 | 79 | x | 94
O=c1nc(N2CCOCC2)oc2c(-c3cccc4ccccc34)cccc12 | 91 | 53 | 82 | 74 | 110 | 82 | 61 | x | x
C1=NC=C(/C=N/c2n[nH]c(Nc3ccccc3)n2)C1 | 103 | 84 | 108 | 100 | 108 | 102 | 99 | 103 | 93
COc1ccc2nc(-c3cnn4cccnc34)sc2c1 | 84 | 64 | 90 | 102 | 100 | 96 | 100 | 153 | 85
Cc1[nH]n(C(=S)Nc2nc3cc(Cl)c(F)cc3s2)c(=O)c1N=Nc1ccc(S(N)(=O)=O)cc1 | 127 | 80 | 96 | 108 | 107 | 81 | 116 | 174 | 115
CCOC(=O)c1cn2ncnc(Oc3ccc(NC(=O)Nc4ccc(Cl)c(C(F)(F)F)c4)c(F)c3)c2c1C | 113 | 109 | 97 | 109 | 98 | 79 | 129 | 120 | 86
COc1cc(/C=N/NC(=O)C(=O)Nc2cccc(Cl)c2)cc(OC)c1O | 115 | 106 | 110 | 106 | 107 | 106 | 103 | 111 | 99
O=C(O)CCCSc1nc(-c2ccc(Cl)cc2)cc(-c2ccc(Cl)cc2)n1 | 102 | 76 | 106 | 100 | 108 | 91 | 101 | 111 | 101
Nc1cc(S(=O)(=O)O)cc2cc(S(=O)(=O)O)c(N=Nc3ccc(S(=O)(=O)Nc4ncccn4)cc3)c(O)c12 | 102 | 83 | 111 | 99 | 106 | 82 | 111 | 99 | 98
CN(C)c1ccc(/C=c2/sc3nc(=O)c(-c4ccccc4NC(=O)C(F)(F)F)nn3c2=O)cc1 | 90 | 68 | 99 | 102 | 99 | 93 | 99 | 154 | 92
Fc1ccc([I+]c2ccc(F)cc2)cc1 | 76 | 75 | 79 | x | 86 | 69 | 101 | 71 | 61

Part of the list above, with two lines to a compound:
Fields – NCI-H322M	UO-31	ACHN	786-0	NCI-H460	NCI-H522	RXF 393	TK-10	CAKI-1
CCOC(=O)c1cn2ncnc(Oc3ccc(NC(=O)Nc4ccc(Cl)c(C(F)(F)F)c4)c(F)c3)c2c1C
    113	109	97	109	98	79	129	120	86
COc1cc(/C=N/NC(=O)C(=O)Nc2cccc(Cl)c2)cc(OC)c1O
    115	106	110	106	107	106	103	111	99
O=C(O)CCCSc1nc(-c2ccc(Cl)cc2)cc(-c2ccc(Cl)cc2)n1
    102	76	106	100	108	91	101	111	101
